Autophagy HCS: modulators of autophagy. AID 463193. calls only at 10 µM (by protocol). hit rate 0.98% among 190,000. MEF GFP-LC3 puncta imaging; test concentration mostly 10 µM;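 active = percentage of spot-positive cells more than 3 SD above its plate mean, without a fluorescence outlier flag or 80% toxicity; inconclusive = no clear call, values can overlap the other calls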;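 note: spot-positive cell cutoff set from DMSO-treated cells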
Yfh1-depleted yeast: enhancers of respiration in Yfh1-depleted yeast, dose response, Friedreich's ataxia, plus single-dose screen (AID 1465). S. cerevisiae Yfh1-off respiration, WST-1 reduction, 72 h; higher fold induction means a stronger effect. hit rate 0.074% among 220,000. fold induction at 50 µM; hits with a dose series show EC50 in µM;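 active = fold induction of absorbance versus untreated yeast above a set limit, then at least 30% activation at any dose in follow-up; inconclusive = repeats straddling the limit, or above it without dose testing; inactive = fold induction below the set limit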;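 note: activators that raise dye reduction in frataxin-depleted yeast; strong numbers were not always called active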
bCat nuc transl: beta-catenin nuclear translocation modulation. HeLa beta-catenin nuclear translocation, immunofluorescence imaging. nuclear translocation activity, % at 5 µM. hit rate 0.3% among 190,000. AID 1665;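 active = nuclear translocation activity above 50% at 5 µM, with a well cell count of 50 or more; inconclusive = wells under 50 cells across six images, flagged as toxic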;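 note: per-cell ratio of nuclear to cytoplasmic median beta-catenin stain intensity; plate controls were DMSO negative control for no effect and GSK-3 inhibitor IX positive control for full effect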
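System: HeLa cells, endogenous beta-catenin; compound dosing: 5 µM primary single dose, 0.1% DMSO, 0.02–20 µM confirmation series; incubation: 24 h compound exposure at 37°C, 5% CO2; signal: beta-catenin immunofluorescence imaging with DAPI; evaluation: % activation, nuclear-to-cytoplasmic median beta-catenin signal ratio per cell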
NOD2 inhibition: NOD2 signaling inhibitors, cell-based, luminescence, uHTS, HEK293 (AID 1566) | HEK293 NOD2/NF-kB luciferase reporter, luminescence; higher % means a stronger effect | inhibition, % at 4 µM; hits with a dose series show EC50 in µM | hit rate 0.63% among 290,000; in the data active = inhibition above about 50%; note: many of its hits are not listed in these tables
Dynein cargo inh: dynein cargo transport inhibition | hit rate 0.47% among 220,000 | AID 1381 | 3617.4 mouse cells, GR-EGFP nuclear translocation imaging; test concentration mostly 20 µM; stimulated with dexamethasone, 1 µM; hits give low values | z-score, hits read low;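 active = plate z-score of nuclear minus cytoplasmic receptor signal below a set negative limit, without overly bright fluorescence or cell loss, cut at about -3.5 in these data, passing the limit was not always enough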;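 note: z-score of nuclear minus cytoplasmic ring GR-EGFP intensity difference per well; some compounds called inactive have numbers as strong as hits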
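Also added: dexamethasone, 1.0 µM final. Medium: tet-free, stripped-serum medium. Detection: fixed, Hoechst-stained cells imaged at 10x for EGFP. Read-out: nuclear-to-cytoplasmic GR-EGFP distribution per well. Times: induction 48 h, compound 1 h, agonist 30 min.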
P. falciparum M17LAP: P. falciparum M17LAP inhibitors, primary screen, biochemical, fluorogenic H-Leu-NHMec substrate, 1536-well (AID 1619); recombinant M17LAP, H-Leu-NHMec fluorogenic kinetic assay; higher % means a stronger effect; one-dose inhibition, % at 30 µM; IC50 in µM for titrated hits; hit rate 0.38% among 220,000;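 active = compound inhibiting the enzyme by more than half at any dose during confirmatory dose-response retesting; inconclusive = strong single-dose inhibitors picked by rank but not retested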;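 note: plate controls were full reaction with DMSO carrier for no effect and no enzyme background for full effect; strong numbers were not always called active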
Insulin prom up: MIN6 insulin promoter up-regulation. MIN6 insulin promoter-GFP reporter, high-content imaging; hits give high values. z-score at 5 µM. hit rate 0.3% among 190,000. AID 1625;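 active = z-score above 3 at 5 µM with at least 500 cells counted in the well; inconclusive = wells under 500 cells, flagged as cytotoxic or low count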
MT stabilizer: microtubule stabilizers in HeLa cells; HeLa tubulin immunostaining HCS, 24 h; share of cells brighter than vehicle mean+2SD; % tubulin-high responders, % at 10 µM; hit rate 0.83% among 200,000;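 active = plate Z-score above 3 for both tubulin-high and condensed-nucleus cell shares, with cell loss under 80%, at 10 µM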;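 note: anti alpha tubulin signal scored within the nucleus-defined area of each cell; some results filed as inactive read as strong as hits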
NOD1 NF-kB reporter: NOD1 signaling inhibitors, primary screen, cell-based, luminescence, uHTS (AID 1578); NOD1-driven NF-kB luciferase reporter cells, luminescence; higher % means a stronger effect; hit rate 1% among 290,000; inhibition, % at 4 µM; hits with a dose series show EC50 in µM; in the data active = inhibition mostly above about 36%, no sharp cut-off; inactive = mostly below about 34%;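 note: HEK-293T reporter cells stimulated with the NOD1 agonist gamma-tri-DAP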
Dynein cargo inh cytoplasmic EGFP: recorded beside Dynein cargo inh, whose call it bears; z-score; measured here: cytoplasmic GR-EGFP intensity; hits give high values
Dynein cargo inh nuclear GR-EGFP: recorded beside Dynein cargo inh, whose call it bears; z-score; measured here: nuclear GR-EGFP intensity;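 lower value marks the stronger effect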
Dynein cargo inh cell count: further read-out of Dynein cargo inh, marked with its call; z-score; measured here: cell count per field
Insulin prom up cell count: recorded beside Insulin prom up, whose call it bears; cell count; measured here: cytotoxicity, nuclei count;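 total cells summed across four imaged fields per well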
bCat nuc transl cell count 5 µM: also measured in bCat nuc transl; calls as there; cell count; measured here: cell count, cytotoxicity flag
MT stabilizer Hoechst-high %: further read-out of MT stabilizer, marked with its call; % Hoechst-high responders; measured here: nuclear condensation Hoechst responders;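 share of cells brighter than vehicle mean plus two SD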
MT stabilizer cytotoxicity %: recorded beside MT stabilizer, whose call it bears; toxicity, %; measured here: cytotoxicity by cell density;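 0% = mean cell density of plate MIN control wells and 100% = no cells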
Autophagy HCS cell loss 18 h: recorded beside Autophagy HCS, whose call it bears; toxicity, %; measured here: cell loss, nuclei count;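 cell loss after 18 h compound exposure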
Active calls of the source: *; i = inactive; ? = inconclusive; nt = not tested or not shown; + = active, no number. An excerpt, so the mix of outcomes need not match the whole.

SMILES	Autophagy HCS	Autophagy HCS cell loss 18 h	Yfh1-depleted yeast	bCat nuc transl	bCat nuc transl cell count 5 µM	NOD2 inhibition	Dynein cargo inh	Dynein cargo inh cytoplasmic EGFP	Dynein cargo inh nuclear GR-EGFP	Dynein cargo inh cell count	P. falciparum M17LAP	Insulin prom up	Insulin prom up cell count	MT stabilizer	MT stabilizer Hoechst-high %	MT stabilizer cytotoxicity %	NOD1 NF-kB reporter
O=C(NNC(=O)C1CCN(c2ncccn2)CC1)c1ccccc1	i	20.1	i	-1.9	1110	7.7%	-1.19	-0.338	-0.516	1.52	2.3%	0.97	1445	3.0	1.5	3.6	-31.1%
COc1ccc(COCC(O)CN2CCC(CN3C(=O)c4cccc5cccc(c45)C3=O)CC2)cc1OC (stereo not given)	i	4.6	i	nt	nt	10.5%	-0.889	-0.305	-0.613	0.418	11.6%	-0.71	1173	6.2	2.9	4.1	-33.5%
Cc1sc(NC(=O)c2ccccc2)c(C(=O)N2CCN(C)CC2)c1C	i	-5.1	i	nt	nt	0.8%	-0.261	-0.234	0.234	0.34	12.2%	-1.08	1265	3.1	1.8	7.9	-16.5%
CCn1c(CC(=O)Nc2ccc(Cl)c(Cl)c2)nnc1SCc1ccc(Cl)cc1	i	-7.7	i	-0.5	1043	2.5%	nt	nt	nt	nt	2.9%	0.39	1268	1.8	1.5	9.8	-20.7%
CC1CC(C)CN(S(=O)(=O)c2ccc3c(c2)n(C)c(=O)c(=O)n3C)C1 (stereo not given)	nt	nt	i	-2.9	1186	17.2%	-0.344	-0.303	-0.411	1.13	-3.0%	-0.16	1385	nt	nt	nt	-14.5%
COc1cc2c(cc1OC)C1C/C(=N\O)C(CC(C)C)CN1CC2 (stereo not given)	i	1.4	i	-1.2	1270	20.1%	-0.915	-0.241	-1.09	0.961	5.2%	0.26	1586	3.0	1.2	6.9	3.0%
CN(C)C(=S)NC1CCS(=O)(=O)C1 (stereo not given)	i	0.6	i	0.6	1112	1.0%	0.501	-0.313	0.153	-0.306	-1.2%	-0.1	1203	1.8	3.2	6.3	-32.3%
CCOc1ccccc1NC(=O)Cn1c(=O)c2ccccc2n(CC)c1=O	i	-19.8	i	-0.8	1197	20.5%	-0.276	-0.188	0.698	0.277	1.8%	-0.01	1156	2.7	1.6	2.1	-35.7%
Cc1cc(C)cc(NS(=O)(=O)c2ccc(Oc3ncc(C(F)(F)F)cc3Cl)cc2)c1	i	5.6	i	-1.6	1148	-1.9%	1.03	-0.214	0.187	-0.608	3.6%	-0.24	1877	0.5	1.9	12.4	-15.4%
CCNC(=O)NC(=O)C(C)SCc1ccccc1C (stereo not given)	i	-5.4	i	1.4	1195	4.9%	-0.777	-0.21	-0.441	0.403	13.7%	0.18	1243	1.2	1.5	0.6	-22.4%
Cn1c(NN)nc2ccccc2c1=O	i	1.7	i	-0.4	994	16.9%	-0.113	-0.363	0.232	1.14	10.6%	-0.07	1340	3.0	1.5	7.6	-13.7%
O=C(c1csc2ccccc12)N1CCN(c2ccc(Cl)c(Cl)c2)CC1	i	7.5	i	0.0	1318	27.1%	-0.611	-0.222	-0.375	0.396	0.4%	-0.39	1715	1.6	1.8	5.4	25.1%
CCOC(=O)N1CCC(N2CCCC(CO)(Cc3cccc(OC)c3)C2)CC1 (stereo not given)	i	-15.1	i	1.2	1543	-5.0%	-0.943	-0.172	-0.535	-0.525	3.5%	-0.01	1104	1.8	2.4	4.2	-21.9%
[2H]c1c([2H])c([2H])c(-c2nc(N3CCCCCC3)sc2C(=O)c2ccccc2)c([2H])c1[2H]	i	-9.3	i	-2.2	1297	-0.1%	-1.06	-0.177	0.0293	0.79	-0.7%	-1.82	1029	2.5	2.3	12.3	2.6%
O=C(/C=C/c1ccc2c(c1)OCO2)NCCSCc1ccc(Cl)cc1	i	0.2	i	2.6	1332	-45.1%	0.845	-0.167	0.029	-0.773	-4.0%	-0.06	1617	1.3	1.3	4.6	19.8%
COc1ccccc1N1CCN(C(=O)c2cc(C(C)(C)C)oc2C)CC1	nt	nt	i	5.2	913	11.7%	0.5	0.078	0.195	-0.751	13.9%	nt	nt	nt	nt	nt	3.3%
CCc1ccc(OCC(=O)N/N=C(\C)c2ccc(-n3ccnc3)cc2)cc1	i	-14.0	i	0.1	1064	-9.7%	1.15	-0.237	0.95	-0.649	0.0%	-0.18	1404	5.6	2.6	12.5	-40.0%
CCN1CN(CCc2ccccc2)CNC1=S	i	10.8	i	-0.7	1085	11.1%	-0.158	-0.275	-0.341	0.22	-13.2%	-0.2	1528	3.7	3.9	4.2	4.9%
CCn1c(SCc2ccc([N+](=O)[O-])cc2)nnc1C(C)NC(=O)c1ccc(C)cc1 (stereo not given)	i	24.6	i	0.3	1120	14.5%	0.062	-0.21	-0.103	-0.158	7.2%	-0.32	1506	5.3	1.8	3.3	-14.5%
CCCCn1cc2c(c1-c1cccc(C)c1)c(=O)n(C)c(=O)n2C	nt	nt	i	-0.2	1314	-11.4%	-0.755	-0.153	-0.0521	0.0392	20.3%	-0.19	1114	nt	nt	nt	-11.4%
CCc1nc(Cl)c(C#N)c2c1CCCC2	i	37.3	i	1.5	891	27.6%	-0.294	-0.237	0.237	-0.0101	-3.1%	-0.39	1460	5.9	3.8	3.0	55.4%
Cc1ccc(-c2nnc3ccc(SCC(=O)N4CCCc5ccccc54)nn23)cc1	i	17.0	i	6.3	1112	-8.6%	-0.325	-0.256	-0.117	0.719	3.6%	-0.16	1467	5.9	2.4	2.9	-37.2%
O=C(Nc1ccncc1)Nc1ccccn1	i	-0.7	i	5.9	1208	3.2%	0.623	0.0793	0.395	-0.242	12.9%	0.52	1354	3.6	3.6	5.7	1.2%
COc1cccc(/C(O)=C2/C(=O)C(=O)N(CCN(C)C)C2c2ccccn2)c1 (stereo not given)	i	14.6	i	1.8	1138	3.6%	0.082	-0.344	0.0604	0.0925	0.5%	nt	nt	6.2	3.0	5.3	-9.2%
CCOC(=O)C1CCN(C(=O)c2sc3nc(-c4ccc(F)cc4)cn3c2C)CC1	i	-3.2	nt	-1.9	1511	-2.1%	0.449	-0.293	0.279	-0.17	17.6%	-1.76	1218	3.5	2.0	5.3	-25.7%
Continuation:
SMILES	Autophagy HCS	Autophagy HCS cell loss 18 h	Yfh1-depleted yeast	bCat nuc transl	bCat nuc transl cell count 5 µM	NOD2 inhibition	Dynein cargo inh	Dynein cargo inh cytoplasmic EGFP	Dynein cargo inh nuclear GR-EGFP	Dynein cargo inh cell count	P. falciparum M17LAP	Insulin prom up	Insulin prom up cell count	MT stabilizer	MT stabilizer Hoechst-high %	MT stabilizer cytotoxicity %	NOD1 NF-kB reporter
C/C(=N\Nc1nc(-c2cc(C)ccc2C)cs1)c1cc2c(ccc3ccccc32)oc1=O	i	6.9	i	0.1	948	22.7%	0.26	0.0639	-0.204	-0.407	-6.5%	-0.43	2166	6.3	1.3	10.9	0.7%
CC[n+]1c(/C=C(/C)SC)sc2ccccc21	i	1.3	i	-2.3	1072	28.5%	0.411	0.103	0.168	3.96	23.7%	-0.5	1352	3.6	3.3	7.4	24.8%
COc1ccc(-c2cc(C3CCN(Cc4cccc(C(F)(F)F)c4)CC3)[nH]n2)cc1	i	-2.9	i	1.9	1042	-7.3%	0.0259	-0.303	0.259	0.258	-4.1%	-0.67	1091	3.0	4.3	8.2	-11.8%
Cc1nc2nc(CCc3ccccc3)nn2c(C)c1Cl	i	2.2	i	nt	nt	-0.4%	-0.985	-0.241	-1.24	0.256	11.9%	nt	nt	2.2	1.8	8.3	-12.6%
O=[N+]([O-])c1cnc(Sc2ccncn2)s1	nt	nt	i	1.5	1143	-61.5%	-5.13*	1.75*	-2.54*	0.605*	0.1%	?	nt	nt	nt	nt	66.0%*
Cc1cc(C)nc(SCC(=O)N/N=C\C(Br)=C\c2ccccc2)n1	i	21.7	i	0.4	933	19.2%	0.715	-0.231	0.281	-0.91	7.0%	nt	nt	3.8	2.6	2.8	2.4%
COc1ccc(N2CCN(CC(=O)Nc3nc4c(s3)CC(C)CC4)CC2)cc1 (stereo not given)	i	2.0	i	-3.2	1013	14.6%	-1.07	0.0675	-0.423	0.289	5.1%	0.07	1105	2.7	1.8	3.7	-1.9%
COc1ccc(N2C(=O)CC(NNC(=O)c3cc(C)oc3C)C2=O)cc1 (stereo not given)	i	-4.9	i	0.7	1112	17.2%	0.354	-0.333	0.452	0.0896	3.4%	-0.6	1229	3.3	1.6	6.9	-23.0%
COc1ccc2c(c1)c(C(=O)OCCN(C)C)c(C)n2C	i	-5.8	i	-0.1	1148	-1.7%	-1.37	-0.21	-0.354	0.74	12.3%	0.47	1165	2.5	1.5	6.8	-8.7%
CC(C)CCOc1ccc(Cl)cc1CN1CCOCC1	i	-2.0	i	0.2	1201	-2.1%	-0.648	-0.21	0.255	-0.318	1.4%	-0.06	920	1.4	1.8	6.3	-26.5%
O=C(Nc1ccc2c(c1)nc1n2CCSC1)c1ccco1	+	17.1*	i	1.5	749	5.1%	-0.928	0.0189	-0.279	0.26	6.1%	-0.68	943	6.8	3.1	5.9	34.7%
NC(=O)c1ccc(NCc2ccco2)c([N+](=O)[O-])c1	i	11.8	i	1.4	1091	3.0%	-0.467	-0.178	-0.449	0.437	5.4%	0.6	1524	1.5	2.9	1.2	2.5%
CCOC(=O)C1=C(CN2CC(C)CC(C)C2)NC(=O)NC1c1ccc2c(c1)OCO2 (stereo not given)	i	-2.1	nt	-1.4	1010	5.0%	-0.156	-0.211	-0.0406	0.598	-6.0%	0.17	1207	2.1	2.3	3.8	-4.8%
Cn1ccnc1SCc1cn2cc(Br)ccc2n1	i	-3.0	i	-3.7	1004	-4.4%	-1.28	-0.22	-0.653	0.412	12.2%	-1.24	1341	3.5	1.7	1.5	14.3%
